Source: PubChem
PL biosyn Enam: animal cell phospholipid biosynthesis inhibition, Enamine screen; ZR-82 CHO cells, pyrene fatty acid UV survival, CellTiter Blue; peroxisome-deficient CHO-K1 mutant line; plus DGAT-1, DGAT-2 and ACAT inhibitors; calls only at 10 µM; hit rate 0.4% among 20,000; AID 1347385;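 active means cell survival signal 2 SD away from solvent-only control wells, confirmed on one or two retests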;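 further: 3 h compound exposure then viability read about one day after UV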
Calls only; i = inactive. Not all compounds are listed; the hit share may differ from the screen's.

SMILES | PL biosyn Enam
Cc1cc(/C=C/C(=O)O)c(C)n1-c1ccnn1C(C)C | i
c1ccc2sc(CSc3ncnc4sccc34)nc2c1 | i
O=[N+]([O-])c1cc2c(cc1/C=N/Nc1ccc(C(F)(F)F)cc1[N+](=O)[O-])OCO2 | i
CNC(=S)Nc1cccc([N+](=O)[O-])c1 | i
Oc1cc2c(cc1CN1CCN(C(c3ccccc3)c3ccccc3)CC1)OCO2 | i
O=C(O)C1Sc2[nH]c(=O)sc2C2c3cc(Cl)cc(Cl)c3OC(=O)C12 (stereo not drawn) | i
CC1(C)CC2CC(C)(CN2C(=O)COC(=O)Cn2[nH]c(=O)ccc2=O)C1 (stereo not drawn) | i
CN1C(=CC=CC2=[N+](C)c3ccccc3C2(C)C)C(C)(C)c2cc(-c3nc4ccccc4s3)ccc21 | i
O=[N+]([O-])c1cc(S(=O)(=O)CS(=O)(=O)c2ccc(Cl)c([N+](=O)[O-])c2)ccc1Cl | i
Nc1scc[n+]1Cc1cccc2cccnc12 | i
COc1ccc(I)cc1S(=O)(=O)N1CCOCC1 | i
O=C1NC2(CCOc3ccccc32)C(=O)N1CCN1C(=O)c2ccccc2C1=O (stereo not drawn) | i
CC1CCCCN1C(=O)CSc1nnc(C2CCS(=O)(=O)C2)o1 (stereo not drawn) | i
Cc1noc(C)c1C(=O)NCCC12CC3CC(CC(C3)C1)C2 | i
CC1CCc2sc(C(=O)OC3CCCCC3=O)cc2C1 (stereo not drawn) | i
Cc1cc(/C=C/c2ccc3c(Cl)cc(Cl)c(O)c3n2)cc(C)c1O | i
Cc1ccc2c(c1)c(C)cc[n+]2Cc1ccccc1 | i
COc1cc(NS(=O)(=O)c2ccc(Cl)cc2)c(OC)cc1Cl | i
c1ccc2c(c1)C(=NCC1CCCO1)NC2=NCC1CCCO1 (stereo not drawn) | i
O=C(OCc1nc2sc3c(c2c(=O)[nH]1)CCCC3)c1cc2c(s1)CCC2 | i
Cn1c(SCC(=O)N2CCNC2=O)nnc1-c1ccco1 | i
COc1cc(NS(C)(=O)=O)cc(Br)c1O | i
COC(=O)c1sc(S(=O)(=O)N2CCN(CCO)CC2)c(C(=O)OC)c1C | i
COC(=O)C(C(=O)OC)=C1C2CC3CC(C2)CC1C3 | i
CN(C1CCS(=O)(=O)C1)S(=O)(=O)c1ccccc1[N+](=O)[O-] (stereo not drawn) | i
CCOc1ccc(N2C(=S)SC3CS(=O)(=O)CC32)cc1 (stereo not drawn) | i
O=c1[nH]c(CSC2=Nc3ccccc3CS2)nc2sc3c(c12)CCC3 | i
O=C(O)CCN1C(=O)C2CC=CCC2C1=O (stereo not drawn) | i
FC(F)(F)CN1CCNCC1 | i
O=C(C1CN(C(=O)Cc2n[nH]c(=O)c3ccccc23)c2ccccc2O1)N1CCOCC1 (stereo not drawn) | i
Cc1cc(-n2c(C)cc(C(=O)CSc3nnc(Cc4csc(C)n4)o3)c2C)no1 | i
O=[N+]([O-])c1ccccc1C1Nc2ccccc2-c2nc3ccccc3n21 (stereo not drawn) | i
O=C(Cn1cncn1)N/N=C/c1ccco1 | i
COC(=O)c1c(C)[nH]c(C(=O)C(C)OC(=O)C23CC4CC(CC(C4)C2)C3)c1C (stereo not drawn) | i
CNC(=O)CSc1nnc(SCCC(=O)O)s1 | i
CC(Sc1n[nH]c(N)n1)C(=O)C12CC3CC(CC(C3)C1)C2 (stereo not drawn) | i
COC(=O)c1c(N2C(=O)C=CC2=O)sc2c1CCCC2 | i
CCOC(=O)c1sc2nc(C)[nH]c(=S)c2c1C | i
FC(F)Oc1ccc(/C=N/n2c(Cc3ccc(Br)cc3)n[nH]c2=S)cc1 | i
Nc1[nH]n(-c2ccccc2)c(=O)c1N=Nc1ccc2c(c1)OCCO2 | i
Oc1ccc(N=Cc2ccc[nH]2)cc1N=Cc1ccc[nH]1 | i
Cc1nc(SCC(=O)c2c(N)n(C)c(=O)n(C)c2=O)c2c(-c3cccs3)csc2n1 | i
O=C(N=C1N=C2C=CC(Cl)=CN2Cc2ccccc21)c1ccc(Br)o1 | i
NC(N)=NC(N)=Nc1cc(Cl)cc(Cl)c1 | i
CN(Cc1ccc2c(c1)OCO2)S(=O)(=O)c1ccc2c(c1)OCCCO2 | i
c1ccc(-c2cc(-c3ccccc3)n3nc(Cc4nc5nc(-c6ccccc6)cc(-c6ccccc6)n5n4)nc3n2)cc1 | i
O=S1(=O)CCN2C(SCc3ccccc3)=NSC2=N1 | i
c1ccc2c(c1)nnn2CN1CCCCC1 | i
C=CCN=c1scc(-c2ccc(OC(F)F)cc2)n1/N=C/c1cc(OC)c(OC)c(OC)c1 | i
Cn1c(CC2CCS(=O)(=O)C2)nnc1SCC(=O)c1c(N)n(C2CC2)c(=O)[nH]c1=O (stereo not drawn) | i
O=[N+]([O-])c1cc(NS(=O)(=O)c2cc(Cl)cc(Cl)c2)ccc1Cl | i
O=C(CSc1nnnn1C1CCCC1)Nc1cc2[nH]c(=O)[nH]c2cc1Br | i
c1ccc(C2=C(c3nc4ccccc4s3)Sc3ccccc3N2)cc1 | i
NC1=NC(=Nc2ncc(S(=O)(=O)c3ccc([N+](=O)[O-])cc3)s2)c2ccccc21 | i
Cc1cc(C(=O)CSc2nnc(-c3ccco3)o2)c(C)n1C1CC1 | i
Cc1ccc(O)c(C=Nc2cc(C)on2)c1 | i
Cc1cc2oc(=O)cc(CSc3nnc4c(Cl)cc(Cl)cn34)c2cc1C(C)C | i
Cc1noc(C)c1COC(=O)c1cc(Br)c(Br)s1 | i
COCCNC(=S)NNC(N)=S | i
O=S(=O)(c1ccc2c(c1)CCN2)N1CCOCC1 | i

Additional entries
SMILES | PL biosyn Enam
CCSc1n[nH]c2nc3ccccc3n12 | i
NC(=O)N/N=C1\CCS(=O)(=O)c2ccc(F)cc21 | i
Clc1ccccc1C1=CC(c2cn(-c3ccccc3)nc2-c2ccccc2)n2nnnc2N1 (stereo not drawn) | i
Cc1cc(C(=O)COC(=O)C2=COCCO2)c(C)n1C1CC1 | i
O=C1c2ccccc2C(=O)c2c1oc1c3c(ccc21)OCN(CCC1=CCCCC1)C3 | i
CC(C)=C/C(C)=N/Nc1ccc([N+](=O)[O-])cc1[N+](=O)[O-] | i
Cc1cc(O)c(C=Nc2ccccn2)c(=O)o1 | i
O=S(=O)(/C(=C/c1c(Cl)cccc1Cl)c1nc2ccccc2[nH]1)c1ccccc1 | i
Nc1nc(CSc2ccc3ccccc3n2)nc2ccccc12 | i
CC1(C)CC(=O)C(Sc2ccc(I)cc2)=C(N2CCOCC2)C1 | i
O=C(CCC1CCCCC1)NC1C=CS(=O)(=O)C1 (stereo not drawn) | i
NS(=O)(=O)c1ccc(CNS(=O)(=O)c2cc(Br)ccc2Br)cc1 | i
C=CCn1c(SCC(=O)c2c(N)n(C)c(=O)n(C)c2=O)nc2sc3c(c2c1=O)CCC(C)C3 (stereo not drawn) | i
O=[N+]([O-])c1cc2c(c(COc3cc(Cl)ccc3Cl)c1)OCOC2 | i
O=C1N=C(N2CCOCC2)SC1=C1CCCCC1 | i
O=S(=O)(Nc1ccccc1Cl)c1ccc(N2CCCC2)c(NC(=S)NC2CC3CCC2C3)c1 (stereo not drawn) | i
O=C(CSc1nnc(NC2CC2)s1)NCC1CCCO1 (stereo not drawn) | i
O=S(=O)(c1ccccc1F)N1CCN(c2nnnn2-c2ccccc2)CC1 | i
Fc1ccccc1-c1nnc(SCc2cc3c(cc2Br)OCO3)o1 | i
C=CCOC1OC(COC(C)=O)C(OC(C)=O)C(OC(C)=O)C1NC(C)=O (stereo not drawn) | i
CCn1c(-c2cccs2)n[nH]c1=S | i
O=C(Nc1cc([N+](=O)[O-])ccc1Cl)NC1(C(F)(F)F)Oc2ccc(Cl)cc2O1 (stereo not drawn) | i
CN(Cc1cccs1)C(=O)Cn1cc([N+](=O)[O-])ccc1=O | i
CCCCCC(=O)Nc1nnn(CCC)n1 | i
c1ccc(-c2nc(CSc3n[nH]c4nc5ccccc5n34)cs2)cc1 | i
Fc1cccc(F)c1C=Nc1ccc2c(c1)OCCO2 | i
Fc1ccccc1N=Cc1cn(-c2ccccc2)nc1-c1cc2ccccc2o1 | i
CCC(c1nnc(SCC(=O)N(C)C)o1)N(C)C (stereo not drawn) | i
O=c1[nH]cc(S(=O)(=O)Nc2ccc3c(c2)OCCO3)c(=O)[nH]1 | i
O=S(=O)(Nc1nc2ccccc2nc1Nc1ccc2nsnc2c1)c1ccccc1 | i
CCOC(=O)c1sc(N=NC2=C(O)CCCC2=O)c(C(=O)OCC)c1C | i
c1coc(-c2nnc(SCc3nc4ccccc4o3)n2C2CCCCC2)c1 | i
O=C(Cn1ncc(Cl)c(Cl)c1=O)NC1CC1 | i
Clc1ccc(-c2nc(-c3cccnc3)no2)cc1 | i
Cc1noc(C)c1S(=O)(=O)Nc1ccc(NS(=O)(=O)c2ccc3c(c2)OCCCO3)cc1 | i
C(=N\n1c(-c2cccs2)csc1=Nc1ccccc1)/c1ccccn1 | i

An excerpt of these results, as labelled records.
> c1ccc2c(c1)C(=NCC1CCCO1)NC2=NCC1CCCO1 (stereo not drawn)
  PL biosyn Enam: i
> O=C(OCc1nc2sc3c(c2c(=O)[nH]1)CCCC3)c1cc2c(s1)CCC2
  PL biosyn Enam: i
> Cn1c(SCC(=O)N2CCNC2=O)nnc1-c1ccco1
  PL biosyn Enam: i

(cont.)
SMILES | PL biosyn Enam
O=S1(=O)CC(S(=O)(=O)O)C(S(=O)(=O)c2ccccc2)C1 (stereo not drawn) | i
Fc1ccc(-c2cc3ncnc(NCC4COc5ccccc5O4)c3s2)cc1 (stereo not drawn) | i
Cc1ccc(S(=O)(=O)C2CS(=O)(=O)CC2O)cc1 (stereo not drawn) | i
Oc1c(C(c2ccc(C(F)(F)F)cc2)N2CCCC2)ccc2cccnc12 (stereo not drawn) | i
CC(C)(C)NC(=O)NC(=O)COC(=O)C12CC3CC(CC(C3)C1)C2 | i
Cc1cc(-c2nc3c4c5c(sc4[nH]c(=O)n3n2)CCC5)c(C)o1 | i
CCCc1cc(C(=O)N/N=C/c2cnn(C)c2)sc1C | i
CCCCCc1nnc(NC(=O)Nc2[nH]c(C)c(C(=O)OCC)c2C)s1 | i
CCC(=O)N(c1nnc(SCC(=O)c2[nH]c(C)c(C(C)=O)c2C)s1)C1CC1 | i
Cn1c(-c2cccnc2)[n+](C)c2ccccc21 | i
Cc1sc2nc(SC3CCOC3=O)n(C(C)C)c(=O)c2c1C (stereo not drawn) | i
O=c1/c(=C/c2ccc(F)cc2)sc2n1CCN=2 | i
Cn1c(C2=C(O)CN(Cc3ccccc3)C2=N)[n+](C)c2ccccc21 | i
O=S(=O)(c1cc(Br)ccc1Br)N1CCN(c2ccccn2)CC1 | i
Cc1nc2ccccn2c1/C=N/Nc1nc2ccccc2[nH]1 | i
CNS(=O)(=O)c1ccc(Nc2ccc(F)cc2)c([N+](=O)[O-])c1 | i
C=CCN(CC=C)C(=O)COC(=O)Cn1cc(Br)c(=O)[nH]c1=O | i
CC(C)(C)c1cc(C(c2ccncc2)N2CCCC2)cc(C(C)(C)C)c1O (stereo not drawn) | i
Cc1cc(C(=O)CSc2nnc(CN3CCCC3)o2)c(C)n1CC1CCCO1 (stereo not drawn) | i
Clc1cnc(NN=C2CCCCCCCCCCC2)c(Cl)c1 | i
S=c1[nH]nc(-c2ccncc2)n1C1CC1 | i
S=c1[nH]nc(-c2cccs2)n1CC1CCCO1 (stereo not drawn) | i
Fc1ccc(N=c2scc(-c3cc4ccccc4o3)n2/N=C/c2ccc3c(c2)OCO3)c(F)c1 | i
O=C(CC1CC2CCC1C2)NNC(=O)C1CC1 (stereo not drawn) | i
CCN(C(=O)n1cc[n+](C)c1)C1CCCCC1 | i
COc1ccnc(N2CCN(C(=O)OC(C)(C)C)CC2)n1 | i
COCCn1nc(C(=O)O)ccc1=O | i
CN(C)c1ccc(N2C(=O)CSC2=S)cc1 | i
O=C(O)CC1S/C(=N\N=C\c2ccc(Br)s2)NC1=O (stereo not drawn) | i
COc1ccc2c(C)nc(N=C(N)N)nc2c1 | i
CC1=C(C)CS(=O)N(S(=O)(=O)c2ccc(Cl)cc2)C1 (stereo not drawn) | i
Oc1ccc(/C=N/Nc2ccc3ccccc3n2)c(O)c1O | i
c1ccc2c(c1)OCC(c1nnc3n1N=C(c1ccc4c(c1)OCCO4)CS3)O2 (stereo not drawn) | i
CN=c1scc(-c2ccc(OC)cc2)n1/N=C/c1cc(Br)c(O)c(OC)c1 | i
CC1=C/C(=N/Nc2nc3ccccc3s2)CC1 | i
Cc1cc(/C=N/n2cnnc2)c(C)cc1/C=N/n1cnnc1 | i
c1cc2c(cc1SCc1nnc(-c3cc4c(s3)CCCC4)o1)OCCO2 | i
S=c1[nH]nc(CSc2nc3ccccc3s2)o1 | i
c1csc(-c2noc(CSc3nnc4n3CCCCC4)n2)c1 | i
c1ccc(-c2nc(-c3c[nH]c4ccccc34)[nH]c2-c2ccccc2)cc1 | i

4 entries from above, set out differently.
> COCCn1nc(C(=O)O)ccc1=O
- PL biosyn Enam = i
> Cc1noc(C)c1S(=O)(=O)Nc1ccc(NS(=O)(=O)c2ccc3c(c2)OCCCO3)cc1
- PL biosyn Enam = i
> Cc1cc(O)c(C=Nc2ccccn2)c(=O)o1
- PL biosyn Enam = i
> O=[N+]([O-])c1cc2c(cc1/C=N/Nc1ccc(C(F)(F)F)cc1[N+](=O)[O-])OCO2
- PL biosyn Enam = i

Arranged by molecular weight (ascending): some entries from above.
SMILES | PL biosyn Enam
Cc1cc(/C=N/n2cnnc2)c(C)cc1/C=N/n1cnnc1 | i
c1csc(-c2noc(CSc3nnc4n3CCCCC4)n2)c1 | i
c1cc2c(cc1SCc1nnc(-c3cc4c(s3)CCCC4)o1)OCCO2 | i
